Gli-Sufu antag: Gli-Sufu pathway antagonists, primary screen, luciferase luminescence, Sufu-KO-LIGHT cells, uHTS; Sufu-KO-LIGHT fibroblasts, Gli luciferase reporter luminescence; inhibition, % at 5 µM; 340,000 compounds, 0.74% hits; AID 588413, 2011;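 active = inhibition above about 55%, limit read from the data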;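 also: 0% = DMSO-treated cells and 100% = wells with medium but no cells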
APJ ag: agonists of human apelin receptor APJ, primary screen, CHO-K1 cells, PathHunter beta-arrestin, luminescence | P35414 | AID 2520, 2010 | activation, % at 20 µM | 0% DMSO wells, 100% apelin | 330,000 compounds, 0.11% hits;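 active = activation more than six SD over the plate average, tested at 20 µM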;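 also: 0% = DMSO alone and 100% = apelin-13 at 10 nM; some results filed as inactive read as strong as hits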
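system = engineered CHO-K1 APJ arrestin reporter cells | input = 1000 cells per well | timing = overnight seeding, 90 min compound at 25 °C, 1 h detection | measured by = enzyme-fragment complementation luminescence | read-out = beta-arrestin recruitment to APJ as agonist activity, luminescent signal | control set = negative DMSO alone, positive Apelin-13 at 10 nM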
UBC13 polyUb: UBC13 polyubiquitin chain formation inhibitors, primary screen, biochemical, TR-FRET, uHTS. Ubiquitin-conjugating enzyme E2 N (Homo sapiens), P61088. inhibition, % at 20 µM. 330,000 compounds, 0.47% hits. AID 485273, 2010; in the data active = inhibition above about 45%, passing the limit was not always enough
Target sequence (P61088 whole entry, looked up): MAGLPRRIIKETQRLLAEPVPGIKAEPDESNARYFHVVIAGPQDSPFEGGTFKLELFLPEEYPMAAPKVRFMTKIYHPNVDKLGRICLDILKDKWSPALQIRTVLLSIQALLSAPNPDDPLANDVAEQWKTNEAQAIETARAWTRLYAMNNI
CXCR6 block: CXCR6 receptor inhibitors, primary screen, cell-based, beta-arrestin, luminescence, CHO-K1 PathHunter, 1536-well; inhibition, % at 20 µM; C-X-C chemokine receptor type 6 (Homo sapiens), O00574; 360,000 compounds, 0.36% hits; in the data active = inhibition above about 34%, passing the limit was not always enough;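 also: antagonist mode with CXCL16 agonist at 10 nM final; 0% = 10 nM CXCL16 with DMSO and 100% = unstimulated wells without agonist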
EBI2 antag: EBI2 receptor antagonists, beta-arrestin recruitment, primary screen, cell-based, luminescence, 7a,25-OHC stimulation, uHTS. G-protein coupled receptor 183 (Homo sapiens), P32249. 7a,25-OHC stimulated. inhibition, % at 5 µM. 360,000 compounds, 0.81% hits; in the data active = inhibition above about 38%;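 also: enzyme fragment complementation signal reports receptor beta-arrestin coupling in cells; 0% = agonist plus DMSO wells and 100% = wells without agonist; some results beyond the cut were filed as inactive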
APJ antagonist: antagonists of human apelin receptor APJ, primary screen, CHO-K1 cells, beta-arrestin complementation, luminescence | P35414 | inhibition, % at 20 µM | 330,000 compounds, 0.32% hits;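 active = inhibition above about 40% at 20 µM, limit read from the data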;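 also: cells challenged with 10 nM apelin-13 agonist together with compound; plate controls were apelin-13 plus DMSO wells for no effect and DMSO wells lacking apelin-13 for full effect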
CCR6 antag: CCR6 receptor antagonists, primary screen, cell-based, CHO-K1, luminescence, beta-arrestin, uHTS; CHO-K1 CCR6 PathHunter beta-arrestin, CCL20-stimulated; AID 493098, 2011; C-C chemokine receptor type 6 (Homo sapiens), P51684; inhibition, % at 20 µM; 340,000 compounds, 0.49% hits;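 active = compounds whose inhibition of the agonist-driven luminescence signal at 20 µM reaches about 50%, limit read from the data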;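 also: cells stimulated with CCL20 at 14 nM final; plate controls were DMSO with CCL20 for no effect and DMSO without agonist for full effect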
Target sequence (P51684 whole entry, looked up): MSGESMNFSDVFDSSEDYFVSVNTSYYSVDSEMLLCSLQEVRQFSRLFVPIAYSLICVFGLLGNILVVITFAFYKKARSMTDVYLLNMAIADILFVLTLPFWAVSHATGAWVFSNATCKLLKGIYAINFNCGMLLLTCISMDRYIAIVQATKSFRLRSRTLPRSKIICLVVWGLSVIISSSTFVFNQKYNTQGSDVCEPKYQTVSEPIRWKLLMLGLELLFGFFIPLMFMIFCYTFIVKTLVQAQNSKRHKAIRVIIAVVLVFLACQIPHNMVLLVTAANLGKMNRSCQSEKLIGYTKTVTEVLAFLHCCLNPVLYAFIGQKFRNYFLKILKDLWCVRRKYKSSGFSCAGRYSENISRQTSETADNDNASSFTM
ATG4B inhibitor: ATG4B protease inhibitors, primary screen, biochemical, fluorescence, uHTS; Cysteine protease ATG4B (Homo sapiens), Q9Y4P1; ATG4B cleavage of LC3-PLA2, NBD-HPC fluorescence, 1 h; inhibition, % at 8.33 µM; 340,000 compounds, 0.51% hits; AID 504462, 2011; in the data active = inhibition above about 40%
Active calls of the source: *; nt = not tested or not shown.

Screens by letter: A = Gli-Sufu antag; B = APJ ag; C = UBC13 polyUb; D = CXCR6 block; E = EBI2 antag; F = APJ antagonist; G = CCR6 antag; H = ATG4B inhibitor
> CCOC(=O)c1c(C)[nH]c(C)c1C(=O)CSc1nnc(-c2ccncc2)n1C
  A: 1; B: 2; C: 0; D: -2; E: -5; F: -3; G: -11; H: -10

> Cn1nnnc1SCC1=C(C(=O)O)N2C(=O)C(NC(=O)C3CC3c3ccccc3)C2SC1 (stereo unspecified)
  A: -4; B: -2; C: -6; D: -4; E: -4; F: -21; G: -8; H: -10

> CCN(CC(=O)Nc1ccc(NC(C)=O)cc1)C(=O)CCCOc1ccc(C(C)(C)C)cc1
  A: 1; B: 9; C: 2; D: -2; E: -6; F: -57; G: 7; H: -8

> O=C(CC1Sc2ccccc2NC1=O)NCc1ccccc1 (stereo unspecified)
  A: -2; B: -2; C: -4; D: -6; E: 9; F: -18; G: -2; H: -6

> COc1ccc(NS(=O)(=O)c2cccc(C(=O)NCC(c3ccc(F)cc3)N3CCOCC3)c2)cc1 (stereo unspecified)
  A: 10; B: -5; C: -3; D: 2; E: -2; F: -4; G: 4; H: -2

> Cc1ccnc(N/C=C(/NC(=O)c2ccccc2)C(=O)N/N=C\c2ccc(Cl)cc2)n1
  A: 25; B: -3; C: 4; D: 1; E: -2; F: -9; G: 13; H: -10

> CN(C)/C=N/c1ncc(C(=O)c2ccccc2)s1
  A: -72; B: -2; C: -10; D: 4; E: -2; F: 17; G: -2; H: -6

> O=C(c1ccc2c(c1)OCO2)N1CCN=C1SCc1ccccc1
  A: 4; B: -3; C: 1; D: 6; E: 9; F: -2; G: 0; H: 0

> COC(=O)c1sc(N)c(C(=O)OC)c1CSc1nnc(-c2ccccc2Cl)n1C
  A: 3; B: -2; C: -5; D: 6; E: 0; F: -13; G: 7; H: -5

> c1ccc(-c2ccncn2)cc1
  A: 6; B: nt; C: nt; D: 2; E: 5; F: nt; G: 4; H: 2

> Cc1ccc(C(=O)N/N=C\C=C\c2ccccc2[N+](=O)[O-])cn1
  A: 14; B: -3; C: -32; D: 2; E: -14; F: 6; G: 0; H: 9

> O=C(CC1CCCCC1)NC1CCCC1
  A: -12; B: 7; C: 1; D: 6; E: -13; F: 13; G: -5; H: -3

> CCn1c2ccccc2c2cc(NC(=O)c3cc(OC)cc(OC)c3)ccc21
  A: 59*; B: -2; C: 0; D: 5; E: 1; F: -33; G: 0; H: -8

> Cc1ccc(NC(=O)C2C3C=CC4(O3)C2C(=O)N(CCCN2CCCCC2)C4C(=O)NC2CCCCC2)cc1Cl (stereo unspecified)
  A: 39; B: 0; C: -2; D: -4; E: -6; F: 22; G: 6; H: -9

> COc1cccc(C(=O)C[n+]2ccccc2/C=N/O)c1
  A: -1; B: 2; C: -30; D: -6; E: 0; F: 3; G: 4; H: -2

> Cc1ccc([N+](=O)[O-])cc1NC(=O)c1ccccc1
  A: 1; B: 2; C: -4; D: 3; E: 12; F: -13; G: 10; H: 13

> CC(C)(C)C(=O)Nc1ccc(S(=O)(=O)Nc2nccs2)cc1
  A: 6; B: -3; C: 4; D: -2; E: 0; F: 6; G: 2; H: -6

> CCC(C(=O)NCc1ccco1)n1nc(C)c2c(C)n(-c3ccc(C)cc3)nc2c1=O (stereo unspecified)
  A: 4; B: -3; C: -5; D: 0; E: 4; F: 9; G: 9; H: 10

> COC(=O)Nc1nnc(COc2cccc(C)c2)s1
  A: 1; B: -2; C: -1; D: -6; E: 4; F: -9; G: 8; H: 2

> COc1ccccc1NC(=O)Cc1c(F)cccc1Cl
  A: -9; B: -2; C: -2; D: -1; E: 1; F: 9; G: -3; H: -9

> Cc1cc(Cl)cc2sc(=S)[nH]c12
  A: -4; B: nt; C: nt; D: -1; E: 4; F: nt; G: 1; H: -7

Entries of single compounds from above:
Record of `CC(C)(C)C(=O)Nc1ccc(S(=O)(=O)Nc2nccs2)cc1` = Gli-Sufu antag = 6; APJ ag = -3; UBC13 polyUb = 4; CXCR6 block = -2; EBI2 antag = 0; APJ antagonist = 6; CCR6 antag = 2; ATG4B inhibitor = -6
Record of `COC(=O)c1sc(N)c(C(=O)OC)c1CSc1nnc(-c2ccccc2Cl)n1C` = Gli-Sufu antag = 3; APJ ag = -2; UBC13 polyUb = -5; CXCR6 block = 6; EBI2 antag = 0; APJ antagonist = -13; CCR6 antag = 7; ATG4B inhibitor = -5

Five entries picked at random from the list so far, as already listed:
Screens by letter: A = Gli-Sufu antag; B = APJ ag; C = UBC13 polyUb; D = CXCR6 block; E = EBI2 antag; F = APJ antagonist; G = CCR6 antag; H = ATG4B inhibitor
> O=C(c1ccc2c(c1)OCO2)N1CCN=C1SCc1ccccc1
  A: 4; B: -3; C: 1; D: 6; E: 9; F: -2; G: 0; H: 0

> COc1ccccc1NC(=O)Cc1c(F)cccc1Cl
  A: -9; B: -2; C: -2; D: -1; E: 1; F: 9; G: -3; H: -9

> Cc1ccnc(N/C=C(/NC(=O)c2ccccc2)C(=O)N/N=C\c2ccc(Cl)cc2)n1
  A: 25; B: -3; C: 4; D: 1; E: -2; F: -9; G: 13; H: -10

> CCOC(=O)c1c(C)[nH]c(C)c1C(=O)CSc1nnc(-c2ccncc2)n1C
  A: 1; B: 2; C: 0; D: -2; E: -5; F: -3; G: -11; H: -10

> O=C(CC1Sc2ccccc2NC1=O)NCc1ccccc1 (stereo unspecified)
  A: -2; B: -2; C: -4; D: -6; E: 9; F: -18; G: -2; H: -6
